FXIa inh 1536: blocks human coagulation factor XIa protease activity | purified FXIa, Boc-Glu-Ala-Arg-AMC fluorogenic substrate | inhibition, % at 5 µM | 0.14% of 220,000 active | P03951 | AID 798;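 active = inhibition of at least 40%; inactive = inhibition below 40%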;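 also: fluorescence of freed AMC excited at 355 nm; 0% = enzyme without compound and 100% = no enzyme blank; many of its hits are not listed in these tables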
zVAD death inh: blocks zVAD induced death of L929 cells; L929 zVAD necroptosis rescue, ATP luminescence, 24 h; with zVAD 60 µM; viability rescue, % at 10 µM; 0.38% of 220,000 active; AID 1377;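 active = activation, scaled between plate controls, above about 75%, limit read from the data; inactive = activation under that limit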;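 also: 0% = zVAD with DMSO and 100% = DMSO alone without zVAD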
FXIIa inh 1536: inhibitors of human coagulation factor XIIa; P00748; purified FXIIa, Boc-QGR-AMC fluorogenic substrate, 2 h; inhibition, % at 5 µM; 0.3% of 220,000 active; in the data active = inhibition above about 40%;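 also: 0% = enzyme with no compound and 100% = blank without enzyme; many of its hits are not listed in these tables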
TbHK1 inh: T. brucei hexokinase 1 inhibition; recombinant TbHK1, G6PDH-coupled NADH A340; inhibition, % at 10 µM; 0.11% of 220,000 active;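 active = inhibition of 50% or more in the single-dose primary screen; inactive = inhibition below 50%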
EP2 antag: inhibitors of human EP2 prostaglandin E2 receptor; P43116; C6 glioma cells expressing human EP2, cAMP TR-FRET; cells stimulated with saturating PGE2; inhibition, % at 25 µM; 0.52% of 260,000 active; AID 1422;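 active = percent inhibition above 40 after rounding to a whole number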;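 also: rat C6 glioma host cells with rolipram phosphodiesterase inhibitor present; the protocol text gives 20 µM as final concentration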
TNF death inh: TNF-alpha cell death inhibition in Jurkat FADD-/- cells. Jurkat FADD-/- TNF necroptosis rescue, ATP luminescence, 24 h; 0 = TNF only, 100 = no-TNF cells. activation (protection from cell death), % at 10 µM. 0.068% of 220,000 active. AID 463075;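 active = activation, meaning protection from cell death, of at least 50% relative to plate controls; inactive = activation below 50%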;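 also: necroptosis triggered by 40 ng/mL TNF-alpha added together with compound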
PPC-1+TRAIL kill: compounds killing PPC-1 cancer cells with TRAIL present (potentiator screen, no TRAIL-free arm); PPC-1 cells + TRAIL, ATPLite viability luminescence; 0.41% of 220,000 active; cell killing (% activity), % at 4 µM;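 active = cell killing above 50% in the first pass at 4 µM, then a duplicate retest at 5 µM averaging 50% or more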;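 also: plate controls were cells with TRAIL plus DMSO for no effect and medium-only wells lacking cells for full effect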
CHOP inh: CHOP inhibition in unfolded protein response; CHO-K1 CHOP-promoter luciferase, tunicamycin-induced, 15-18 h; inhibition, % at 10 µM; 3.8% of 220,000 active;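 active = compounds that reduced the stress-induced luciferase reporter signal by more than about 70% of percent inhibition, limit read from the data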;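 also: 0% = tunicamycin plus vehicle and 100% = wells without tunicamycin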
Wee1 degr inh: human Wee1 degradation inhibition, primary screen | P30291 | HeLa Luc-Wee1K328M stability, luciferase luminescence; 100% = proteasome inhibitor MG132 effect | reporter increase, % at 5 µM | 1.2% of 220,000 active;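 active = activation above the mean of all tested compounds plus 3 SD, set per screening run, cut at about 8.8% in these data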;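 also: cells exposed to compound for 20 h before luminescence read; 0% = DMSO alone and 100% = MG132 at 30 µM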
Target sequence (P30291 whole entry K328M): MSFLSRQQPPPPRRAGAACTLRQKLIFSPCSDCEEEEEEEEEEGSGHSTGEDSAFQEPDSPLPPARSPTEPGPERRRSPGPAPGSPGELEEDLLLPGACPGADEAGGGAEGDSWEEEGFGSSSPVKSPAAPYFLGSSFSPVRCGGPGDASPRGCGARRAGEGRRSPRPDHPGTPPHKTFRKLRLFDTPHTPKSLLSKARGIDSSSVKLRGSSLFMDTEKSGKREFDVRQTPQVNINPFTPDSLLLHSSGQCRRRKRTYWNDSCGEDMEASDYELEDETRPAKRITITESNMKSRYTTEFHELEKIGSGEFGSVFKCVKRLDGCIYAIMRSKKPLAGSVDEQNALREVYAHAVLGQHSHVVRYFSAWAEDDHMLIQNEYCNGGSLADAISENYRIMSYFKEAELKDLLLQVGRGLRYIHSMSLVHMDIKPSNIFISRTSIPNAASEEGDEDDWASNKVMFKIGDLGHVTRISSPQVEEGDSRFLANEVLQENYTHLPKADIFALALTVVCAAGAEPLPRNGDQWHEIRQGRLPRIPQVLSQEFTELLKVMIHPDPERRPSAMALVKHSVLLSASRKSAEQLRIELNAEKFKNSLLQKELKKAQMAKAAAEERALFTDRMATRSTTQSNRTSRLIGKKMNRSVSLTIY
Active calls of the source: *; · = no result given; & = joins results of further samples; [ ] = dose if it differs, or a comment. An excerpt; rates above refer to the full screens.

smiles	FXIa inh 1536	zVAD death inh	FXIIa inh 1536	TbHK1 inh	EP2 antag	TNF death inh	PPC-1+TRAIL kill	CHOP inh	Wee1 degr inh
Cc1nn(Cc2c(Cl)cccc2Cl)c(C)c1NC(=O)CCCn1nc(C)c([N+](=O)[O-])c1C	6.1	0.1	3.6	30.7	6.0	1.0	12.2	10.6	-1.3
Cc1nc(Cc2nnc(SCc3nc(N)nc(Nc4ccccc4C)n3)o2)cs1	9.5	-0.4	11.6	-4.2	12.0	-1.6	4.4	59.0	5.8
CCN(CC)CCCN1C(=O)C(=O)/C(=C(/O)c2ccc3c(c2)OCO3)C1c1ccccn1 (stereo not given)	·	0.0	·	-8.3	·	-1.3	·	·	-0.5
Cc1ccsc1C(=O)N1CCCC(CCC(=O)NCc2ccc(F)c(F)c2)C1 (stereo not given)	-2.1	1.6	5.5	-6.3	17.6	2.9	18.5	9.8	-1.9
COc1ccc2ncn(-c3ccccc3)c2c1	-5.3	87.9*	3.3	5.7	6.9	-3.3	18.4	32.5	-2.5
COc1ccc(S(=O)(=O)N2CCC(C(N)=O)(N3CCCCC3)CC2)cc1	0.9	0.7	8.1	8.1	9.9	-0.2	0.7	45.2	3.9
CCN(CC)S(=O)(=O)c1ccc(Cl)c(C(=O)OC)c1	6.3	0.1	27.6	-4.4	8.4	-0.3	-4.2	40.7	-1.7
COC(=O)C12CCC(C)(c3nc4ccccc4nc31)C2(C)C (stereo not given)	-2.7	12.5	·	-1.7	6.0	-0.9	-7.2	14.7	-2.9
O=C(c1cc(-c2cccs2)nc2ccccc12)N1CCN(S(=O)(=O)c2ccccc2)CC1	4.2	0.1	7.8	-29.5	12.1	-0.5	16.0	13.0	1.3
O=C(CCN1C(=O)c2ccccc2C1=O)Nc1ccc(S(=O)(=O)N2CCOCC2)cc1	3.3	-0.6	-6.1	-1.0	5.1	0.9	25.8	-2.8	2.0
O=C(N/N=C\c1ccc2c(c1)OCO2)c1ccco1	0.2	1.5	6.8	-46.9	3.9	-2.9	15.5	-1.4	2.9
CCOC(=O)C1CCN(c2nc(-c3ccc(Br)cc3)nc3ccccc23)CC1	-3.0	1.7	-0.3	-3.3	6.5	2.1	12.4	-11.3	6.2
NC(=O)N/N=C/c1cn(-c2ccccc2)nc1-c1ccccc1	-0.2	11.8	6.9	-2.1	2.2	-2.9	31.6	-22.7	5.3
CCOC(=O)C1=C(CNCc2ccccc2Cl)NC(=O)NC1c1ccc2c(c1)OCO2 (stereo not given)	2.3	-0.4	20.4	7.5	8.2	-0.8	15.6	20.4	-2.6
CC(=O)Nc1ccc(S(=O)(=O)Nc2nc3c(s2)CCCC3)cc1	5.0	0.1	10.0	3.7	11.0	-0.8	2.7	11.8	1.1
Fc1ccccc1COc1ccc(Br)cc1CNCc1cccnc1	-3.4	-1.6	5.7	13.8	3.7	0.5	22.8	16.2	1.4
O=C(CCS(=O)(=O)c1cccc2nsnc12)N1CC(=O)N(CCc2ccccc2)C(=O)C1	24.6	5.0	15.9	-1.6	5.5	1.1	-9.2	50.0	-4.0
Cc1cc(Cl)ccc1NC(=S)N1CCN(Cc2ccc3c(c2)OCO3)CC1	-6.2	·	0.0	0.3	20.2	-4.7	16.9	50.9	0.5
CC(C)Oc1cccc(-c2cc(C(=O)N3CCN(c4ncccn4)CC3)c3ccccc3n2)c1	-1.7	0.6	8.7	-2.9	3.9	0.2	27.2	50.1	9.3*
CCN(CC)CCn1c(SCC(=O)Nc2cccc(OC)c2)nc2c(sc3ccccc32)c1=O	-1.8	-0.2	4.3	0.9	2.6	4.5	6.7	20.0	11.8*
CC1=CC(C)(C)N(C(=O)CSc2nnc(-c3ccccc3)o2)c2ccc(C)cc21	19.2	2.4	8.9	-3.8	45.4*	0.4	16.3	44.2	-0.8
CCOC(=O)c1c(NC(=O)c2cc(-c3cccc(O)c3)on2)sc(C(C)=O)c1C	8.5	·	13.4	-17.6	7.1	0.3	-3.5	-9.1	-1.1
COc1ccc(Nc2nc(OC)nc(N3CCN(c4ccc(OC)cc4)CC3)n2)cc1	5.0	0.0	18.7	-6.2	6.6	-1.0	30.4	77.3*	-2.0
C/C(=N\Nc1nc(C(=O)O)cs1)c1ccccc1	-0.5	2.2	3.1	-6.0	3.2	1.0	2.4	1.7	-3.2
CCN(CC)C(=O)C(Sc1ccccc1)c1ccccc1 (stereo not given)	-8.0	0.4	-1.4	-5.4	4.0	-1.1	-0.5[5 µM]	5.5	-1.6
Cc1nc(NC(=O)CCc2ccccc2)ccc1Br	11.3	0.0	22.3	3.0	13.1	2.1	13.8	79.9*	3.1
Clc1ccc(C2C3=C(Nc4ncnn42)c2ccccc2CC3)cc1 (stereo not given)	-1.2	-0.8	9.6	-17.3	20.6	-1.7	31.8	56.0	-0.6
CCN(CC)c1cccc(OC2=NS(=O)(=O)c3ccccc32)c1	-3.2	-0.3	2.0	6.3	13.2	-1.1	-0.6	81.2*	-1.9
Cc1cc(C)c2c(N)c(S(=O)(=O)c3ccccc3)sc2n1	18.8	-0.2	16.4	-11.7	21.8	-1.9	41.7	47.6	0.7
COCCNC(=O)/C(C#N)=C/c1cc(C(C)C)c(OC)cc1C	-5.7	-0.1	1.1	-17.9	8.9	0.8	9.8	-18.5	6.3
Cc1ccc(C)c(NC(=S)NCc2cccs2)c1	2.6	-1.4	10.1	-4.4	5.7	-9.6	26.8	17.6	-1.3
CCN(C(=O)C(C)Cl)c1ccccc1 (stereo not given)	3.9	0.0	5.8	2.5	6.0	1.5	-1.0	0.4	-1.4
CN=C1S/C(=C\c2ccc(Sc3ccc(Cl)cc3)o2)C(=O)N1C	13.1	-0.4	18.2	1.5	8.9	-1.3	4.4	-13.7	-1.9
S=C(Nc1ccc(Br)cc1Cl)NN1CCOCC1	-1.9	0.2	-0.5	-9.6	8.0	0.4	-3.1	4.3	-1.2
CCOc1ccc2ccccc2c1/C=N/NC(=O)CNC(=O)Cc1ccccc1	-3.7	2.8	-2.2	-1.4	5.7	1.3	14.0	22.4	-1.8
COc1ccc(/C(C)=N/NS(=O)(=O)c2ccccc2)c(OC)c1	-4.8	2.3	1.2	4.2	3.8	0.0	6.7	5.8	4.5
CCCn1c(=O)[nH]c(=O)c2[nH]cnc21	7.1	4.0	7.0	3.1	11.1&10.8	1.5	10.9	14.7&4.8	1.1
COc1cc(C(=S)N2CCN(c3ccccc3Cl)CC2)cc(O)c1O	0.5	1.8	4.7	6.0	8.5	-2.0	8.3	21.4	-0.1
CCOC(=O)N1CCC(NC(=O)c2cccnc2SC)CC1	-8.3	1.1	-0.5	1.1	7.0	2.5	7.7	2.7	-0.1
CCOc1ccc(C2C3=C(Nc4nc(N)[nH]c(=O)c42)c2ccccc2C3=O)cc1 (stereo not given)	-9.2	6.3	1.1	-7.9	6.0	0.1	20.0	-19.1	1.9
CC(NS(=O)(=O)/C=C/c1ccccc1)C(=O)NCCc1ccc(S(N)(=O)=O)cc1 (stereo not given)	-1.0	1.8	9.0	-2.4	7.6	1.0	7.4	5.9	0.1
O=C(CSCC(=O)Nc1nc(-c2ccc3c(c2)OCO3)cs1)Nc1nccs1	2.3	1.9	6.0	3.2	24.1	0.1	1.6	30.7	3.2
O=c1cc(-c2ccccc2)nc(SCc2ccccc2F)[nH]1	-3.5	4.4	5.7	7.7	6.9	-0.5	12.4	-2.5	0.1
Cc1nn2c(-c3cccc(NC(=O)c4ccco4)c3)nnc2c2ccccc12	1.8	2.2	4.4	-6.9	7.3	-7.7	23.7	16.6	-1.4
O=C(Cc1ccc(-n2cccc2)cc1)NC1CCCCCC1	6.8	1.2	15.8	9.5	7.3	1.1	4.5	46.7	-1.5
O=c1c2[nH]c3ccccc3c2nc2n1CCS2	2.5	29.9	10.2	-3.4	2.8	-3.6	1.7	-15.3	2.8
CCC(C)c1ccccc1OCCCCN1CCCC1 (stereo not given)	1.9	-0.7	4.9	15.8	2.7	3.1	12.7	33.1	-1.6
O=C(COc1ccc(S(=O)(=O)Nc2ccccc2)cc1)N1CCOCC1	6.0	0.6	18.4	3.5	10.3	-0.6	11.3	8.3	-0.2
O=C(Nc1ccccc1)Nc1scc2c1c(=O)oc1ccccc12	1.8	1.4	4.6	-17.0	7.3	1.4	12.9	-16.9	6.4
Clc1ccc(Cn2cccc2C2=NCCO2)cc1	16.5	0.5	5.7	-11.2	19.8	1.0	-8.3	59.7	3.3
COCCSc1nnc(NC(=O)COC)s1	3.6	0.0	17.1	8.3	4.6&7.8	0.1	-6.3	9.7	-1.7
Cc1noc2ncnc(Sc3c(Cl)cccc3Cl)c12	-10.2	-0.8	3.5	-3.5	22.9	-6.1	23.6	-133.3	-0.7
CCOc1ccc(N2C(=O)CC(N(CCc3ccc(OC)c(OC)c3)C(=O)/C=C/C(=O)O)C2=O)cc1 (stereo not given)	4.2	-0.2	6.7	-14.3	11.4	1.5	6.4	12.1	-1.3
CN(C)S(=O)(=O)c1ccc(NC(=O)N2CCN(c3ccccc3)CC2)cc1	2.1	0.3	18.2	1.8	·	0.5	0.4	7.4	-1.3
CCOC(=O)c1sc(NC(=O)CSC(=S)N2CCOCC2)nc1C	-3.9	4.0	6.7	-10.3	3.6	3.0	-4.2	17.0	-1.6

High-throughput results from PubChem BioAssay.
